TrxR1 substrate: substrates of rat thioredoxin reductase 1 | purified TrxR1 substrate turnover, NADPH consumption readout | Potency, µM (top dose mostly 114 µM), for inactives: top-dose activity change, negative = substrate turnover | actives 0.01% (n = 390,000) | AID 588456; note: potency is the fitted concentration of half-maximal effect; % is set by controls: 0 for no effect and ±100 for the full control effect; nearly all actives have a fitted effect of over 50% in size
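Rat TrxR1, dispensed at 90 nM, was prereduced with 400 uM NADPH (final) for 5 min at ~22 deg C, then incubated with compound 15 min before 400 uM selenite. A first-read NADPH fluorescence drop versus no-compound background flagged substrates.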
Vif-A3G inh: inhibitors of Vif-APOBEC3G interaction. Q9HC16. HeLa A3G-eYFP + Vif (tagged APOBEC3G with the HIV-1 protein that degrades it), YFP fluorescence, overnight. Potency, µM (doses to about 46.1 µM), for the others: at the highest dose activity, negative = active, usual class: inhibitors. actives 0.076% (n = 410,000). AID 602310;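 note: potency is the fitted concentration of half-maximal effect; % is set by controls: 0 for no effect and ±100 for the full control effect; nearly all actives have a fitted effect of over 60% in size; hits raise eYFP signal because A3G escapes Vif-driven loss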
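Read-out is eYFP fluorescence (Ex 488/Em 500-530) from Vif-expressing HeLa A3G-eYFP cells; more signal means A3G escaped Vif-mediated degradation. Cells plated overnight, compound pinned in, incubated overnight at 37 deg C.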
Vif-APOBEC3F blk: Vif-A3F binding inhibition; actives 0.2% (n = 390,000); AID 602313; HeLa A3F-eYFP + Vif (tagged APOBEC3F with the HIV-1 protein that degrades it), YFP fluorescence increase; Potency, µM (titrated, usually from 46.1 µM), for the others: at the highest dose activity, negative = active; note: potency is the fitted concentration of half-maximal effect; % of control where 0% means no effect; nearly all actives have a fitted effect of over 65% in size
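HeLa cells stably expressing A3F-eYFP plus Vif, plated and incubated overnight at 37 deg C, then exposed to compounds overnight at 37 deg C. Blocked degradation read as raised yellow fluorescence (Ex 488/Em 500-530).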
RGS4 inh: human RGS4 inhibition | P49798 | Transcreener GDP fluorescence polarization, RGS4-accelerated GTP hydrolysis | Potency, µM (series often up to 114 µM), for inactives: top-dose activity change, negative = inhibition, hits mostly inhibitors | actives 0.039% (n = 390,000) | AID 504845; note: potency is the fitted concentration of half-maximal effect; % is set by controls: 0 for no effect and ±100 for the full control effect; nearly all actives have a fitted effect of over 75% in size; some results filed as inactive show a strong effect at the top dose
Target sequence (P49798 whole entry, looked up): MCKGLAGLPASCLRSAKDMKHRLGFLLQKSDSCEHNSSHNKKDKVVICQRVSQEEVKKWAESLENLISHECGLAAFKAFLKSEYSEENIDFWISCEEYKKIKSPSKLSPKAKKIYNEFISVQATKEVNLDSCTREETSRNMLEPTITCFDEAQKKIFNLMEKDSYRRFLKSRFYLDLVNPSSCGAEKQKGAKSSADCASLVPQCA
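MLSMR compounds (23 nl, pin-transferred) preincubated 10 min at room temperature with a 500nM (2x) first reagent, then RGS4 at 900nM (2x) plus Transcreener GDP mix added; fluorescence polarization (620/688 nm) read before and after 90 min at 30 °C.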
LDHA inh: LDHA (human) enzyme inhibition; P00338; purified LDHA, NADH/diaphorase-resazurin fluorescence; stronger effect = lower value; activity change, % (values are at about 110 or 230 µM); actives 0.15% (n = 480,000); AID 1347041; in the data active = activity change below about -30%; inconclusive = mostly about -25% to -30%;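 note: plate controls were DMSO wells for no effect and wells without enzyme for full effect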
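Human LDH5 at 2 nM final in Tris HCl pH 7.4 with 0.06 mM NADH and 0.2 mM pyruvate, reacted 5 minutes at room temperature. Remaining NADH coupled via diaphorase/resazurin; resorufin fluorescence read at 0 and 20 minutes, normalized to enzyme-free and DMSO wells.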
TrxR1 inh: inhibitors of rat thioredoxin reductase 1; O89049; actives 1% (n = 390,000); Potency, µM (highest dose often 114 µM), without a hit: top-dose activity change, negative = inhibition, most hits filed as inhibitors; recombinant rTrxR1, NADPH fluorescence consumption, selenite substrate; note: potency is the fitted concentration of half-maximal effect; % is set by controls: 0 for no effect and ±100 for the full control effect; nearly all actives have a fitted effect of over 65% in size
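Rat TrxR1 (90 nM in the dispensed reagent) was pre-reduced with 400 uM NADPH for 5 min at room temperature, then incubated with compound for 15 min. After 400 uM selenite was added, NADPH fluorescence (Ex 340/Em 450 nm) was followed for 8 min.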
Glioma ERSR ind: ER stress response induction in glioma; U87-MG GRP78 promoter luciferase reporter, 16 h; actives 0.02% (n = 420,000); Potency, µM, for inactives: top-dose activation, usual class: activators; note: potency is the fitted concentration of half-maximal effect; series mostly up to about 76 µM; % of control where 0% means no effect; nearly all actives have a fitted effect of over 35% in size
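Stably transfected U87-MG glioma cells carrying a GRP78-based luciferase sensor; 16 h compound incubation. Luminescence end-point read 10 min after Bright-Glo addition at room temperature.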
USP1 inh: blocks the human USP1/UAF1 deubiquitinase complex; O94782; recombinant USP1/UAF1, Ub-Rhodamine cleavage fluorescence; Potency, µM (top dose mostly 57.1 µM), without a hit: at the top dose activity change, negative = inhibition, usual class: inhibitors; actives 0.23% (n = 390,000); AID 743255; note: potency is the fitted concentration of half-maximal effect; % is set by controls: 0 for no effect and ±100 for the full control effect; nearly all actives have a fitted effect of over 60% in size; inactives centre near -12
Target sequence (O94782 whole entry, looked up): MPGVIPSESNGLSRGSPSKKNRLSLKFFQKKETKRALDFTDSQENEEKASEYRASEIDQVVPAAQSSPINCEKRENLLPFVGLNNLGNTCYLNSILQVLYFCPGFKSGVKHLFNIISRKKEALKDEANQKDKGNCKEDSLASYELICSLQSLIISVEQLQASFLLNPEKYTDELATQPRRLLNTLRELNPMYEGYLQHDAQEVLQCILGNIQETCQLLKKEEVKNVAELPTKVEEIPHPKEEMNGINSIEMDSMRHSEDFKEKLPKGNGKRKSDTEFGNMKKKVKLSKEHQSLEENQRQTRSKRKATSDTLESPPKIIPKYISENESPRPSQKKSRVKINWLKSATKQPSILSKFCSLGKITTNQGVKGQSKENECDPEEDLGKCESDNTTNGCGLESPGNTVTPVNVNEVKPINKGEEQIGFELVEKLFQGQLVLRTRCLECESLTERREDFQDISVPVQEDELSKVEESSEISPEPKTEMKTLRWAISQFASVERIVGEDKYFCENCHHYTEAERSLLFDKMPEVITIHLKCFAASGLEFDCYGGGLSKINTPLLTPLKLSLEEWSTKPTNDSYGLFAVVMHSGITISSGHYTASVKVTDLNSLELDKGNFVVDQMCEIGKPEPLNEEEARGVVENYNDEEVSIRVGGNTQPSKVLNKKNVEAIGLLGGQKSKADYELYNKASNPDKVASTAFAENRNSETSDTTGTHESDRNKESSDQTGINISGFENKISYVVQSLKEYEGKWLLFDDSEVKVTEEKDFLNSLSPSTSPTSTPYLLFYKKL
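Step one: compound is pinned into 1nM USP1/UAF1 in HEPES pH 7.8 buffer with TCEP. Step two: 15 min room-temperature incubation. Step three: Ub-Rho (150nM final) starts cleavage, tracked by fluorescence over six one-minute reads.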
mIDH1 inhibitor: inhibitors of human mutant IDH1 R132H; IDH1-R132H enzyme, NADPH consumption, diaphorase/resazurin fluorescence; actives 0.093% (n = 390,000); Potency, µM (titrated, usually from 76.6 µM), for the others: at the highest dose activity change, negative = inhibition, usual class: inhibitors; AID 602179; note: potency is the fitted concentration of half-maximal effect; % is set by controls: 0 for no effect and ±100 for the full control effect; nearly all actives have a fitted effect of over 65% in size
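IDH1-R132H (0.5 ug/mL) preincubated 30 min with compound, then NADPH (0.016 mM) and alpha-KG (2 mM) added; 80 min at RT, pH 7.5. Remaining NADPH coupled via diaphorase/resazurin to fluorescence (540/590 nm); concentration-response curves normalized to no-enzyme control.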
* = called active by the depositor; ? = inconclusive; . = not tested or not shown; & = joins results of further samples; [ ] = remark or other dose. Unless noted, calls come from the whole dose curve; as a rule, active = well fitted curve in the direction sought with a large enough effect; inconclusive = small, poorly fitted or top-dose-only effect, or another doubt; inactive = no such curve, though single readings can be large; an effect the other way counts as inactive or inconclusive.

Order of results: RGS4 inh	LDHA inh	Glioma ERSR ind	TrxR1 inh	Vif-A3G inh	USP1 inh	TrxR1 substrate	Vif-APOBEC3F blk	mIDH1 inhibitor
Cc1ccc(C)c(NC(=O)CCCn2c(C)c3cnn(-c4ccccc4)c(=O)c3c2C)c1
  -14.7%	0.2	0.0%	-16.1%	3.2%	-23.7%	-5.1%	4.9%	22.6%
CCS(=O)(=O)Nc1cccc(C2=NN(S(=O)(=O)CC)C(c3ccccc3)C2)c1 (stereo not drawn)
  -3.6%	-1.3	-5.2%	8.9%	-16.6%	-18.9%	-3.5%	-23.0%	11.0%
COc1ccc(-c2cc(C(F)(F)F)nc(NCc3ccc(Cl)cc3)n2)cc1
  16.8%	5.6	-1.4%	29.0%	0.3%	-26.7%	11.6%	-13.0%	6.0%
CCSc1nnc(NC(=O)C2CCN(S(=O)(=O)c3ccccc3C(F)(F)F)CC2)s1
  19.5%	-8.9	-2.1%	4.0%[57.1 µM]	1.2%	-14.8%	-1.0%[57.1 µM]	0.6%	0.0%
CCOC(=O)C1=C(C)N(CCCC(=O)O)C(=O)NC1c1cccc(OC)c1 (stereo not drawn)
  3.9%	-1.5	-0.9%	13.3%[57.1 µM]	0.9%	-21.1%	-3.6%[57.1 µM]	1.3%	4.2%
c1ccc2c(c1)COC(CN1CCCCC1)OC2
  -10.6%	0.3	-3.2%	-7.0%	-0.1%	-20.8%	-10.2%	-0.4%	8.6%
CCCCN=C(N)/C(C(=O)OCC)=C(\O)c1ccc(OC)cc1
  31.2%	-0.8	-0.9%	2.6%	-6.6%	-3.7%	-5.9%	-13.6%	1.4%
Cc1ccc(S(=O)(=O)Nc2ccccc2-c2ccccc2NS(=O)(=O)c2ccc(C)cc2)cc1
  22.6%	-3.7	-1.7%	19.7%[57.1 µM]	-5.3%	-24.3%	-2.6%[57.1 µM]	4.8%	-2.3%
CC(C)(C)OC(=O)N(CCc1ccccc1)Cc1ccc(OCc2cccc(NC(=O)/C=C/c3ccccc3)c2)cc1
  -6.2%	3.8	-2.9%	17.3%	3.6%	-28.6%	4.1%	-8.3%	22.9%
COc1ccc(-c2cc(C(F)(F)F)n3nc(C(=O)N(C)Cc4ccccc4)cc3n2)cc1OC
  -7.6%[11.4 µM]	-4.6	-0.1%	59.0%[activator]	-8.7%	-25.0%	26.2%	3.0%	4.9%
Cc1cc(C)n(CC(=O)Nc2ccc3c(c2)OCO3)c(=O)c1C#N
  -9.3%	-2.9	-5.2%	-6.0%	-0.6%	-17.9%	-1.6%	1.1%	2.5%
Cc1cc(Nc2ccccc2)n(CCOC(=O)COc2ccccc2)n1
  11.7%	-0.7	-3.6%	-1.5%	-0.4%	-15.1%	-9.7%	-4.8%	2.0%
O=C1CCCN1S(=O)(=O)c1ccc(F)cc1
  10.5%	-2.9	-0.2%	13.5%	3.7%	-10.1%	-0.2%	?	11.3%
COc1ccc(N(Cc2cc3cc(OC)ccc3[nH]c2=O)C(=O)c2cccc(Cl)c2)cc1
  1.6%	7.0	-2.6%	10.7%	-9.1%	-21.9%	2.8%	-18.5%	-6.4%
Cc1ccc(C(=O)NNC(=O)C2CCN(C(=O)OC(C)(C)C)CC2)cc1
  -13.9%[56.9 µM]	-2.0	-1.6%	-16.1%[57.1 µM]	-5.6%	-13.8%	-22.1%[57.1 µM]	-5.7%	8.6%
CC(C)CCNc1nc(N)c([N+](=O)[O-])c(N2CCCCCC2)n1
  -29.6%	1.8	-3.0%	1.9%	-7.6%	-26.1%	-5.0%	-4.5%	3.2%
CCc1ccc(Nc2ccc3nonc3c2[N+](=O)[O-])cc1
  -8.3%	-4.9	-0.9%	32.4%[57.1 µM]	0.5%	-7.2%	7.5%	12.5%	-1.0%
COc1cc(OC)cc(-c2nnc(SCC(=O)N3c4ccccc4Sc4ccccc43)o2)c1
  -10.0%	-6.0	-3.1%	15.6%[57.1 µM]	0.4%	-3.1%	10.5%[57.1 µM]	-0.4%	2.8%
O=C(O)c1ccc(/C=C2\COc3ccccc3C2=O)cc1
  ?	-2.4	?	?	-22.6%	-7.5%	2.3%	0.3%	0.3%
O=C(Cc1ccccc1[N+](=O)[O-])N1CCN(c2ccc(F)cc2)CC1
  23.7%	-18.4	-2.8%	-0.1%[57.1 µM]	0.6%	-21.0%	-2.1%[57.1 µM]	16.3%	0.0%
CCC(C)(C)NC(=O)Cc1ccc(C)cc1
  -1.5%	-2.2	0.0%	37.7%[activator]	0.2%	-10.8%	6.3%	0.1%	4.5%
CCCCNC(=O)O[C@H]1C[C@@H]2CCN3C(=O)CCC[C@H]([C@H]1Cc1ccccc1)[C@H]23
  14.7%	-21.3	1.2%&-0.3%	39.4%&11.9%[activator]	4.3%&2.7%	-11.8%	12.2%&6.8%	2.0%	3.7%
COc1cccc(CC2(CO)CCN(Cc3cn(C)nc3C)CC2)c1
  -25.0%	2.1	-0.6%	10.8%	-7.2%	-14.4%	2.1%	1.7%	0.0%
COc1ccc(S(=O)(=O)Nc2ccc(Oc3ncccn3)c(Cl)c2)cc1
  -33.7%[11.4 µM]	2.2	-0.2%	-0.4%	-1.0%	-19.1%	-2.6%	3.2%	2.7%
Cc1ccc(OCC(=O)Nc2ccc3c(c2)sc(=O)n3C)cc1
  19.2%	-1.3	-1.8%	-4.0%	2.2%	-1.1%	-13.1%	-19.1%	2.8%
CC1=C(C(=O)OCc2ccccc2)C(c2cccc(Cl)c2Cl)CC(=O)N1 (stereo not drawn)
  2.2%	-13.1	-3.8%	19.8%	2.6%	-12.4%	3.9%	-11.0%	5.4%
O=C(O)c1ccc(NC(=O)c2ccc(Cl)c(S(=O)(=O)N3CCCCCC3)c2)cc1
  1.8%	3.1	16.0%	5.8%	-2.0%	?	-1.8%	-5.3%	0.7%
COCCNC(=O)C(=O)NCC(c1cccnc1)N1CCN(c2ccccc2)CC1 (stereo not drawn)
  -13.3%	0.1	-4.2%	2.4%	-5.3%	-13.3%	-2.3%	1.2%	-16.1%
CCOc1ccc(CCNC(=O)C2=C(C)C(=O)OC23CCC(C)CC3)cc1 (stereo not drawn)
  -2.7%	-1.6	1.1%	7.3%[57.1 µM]	2.5%	-15.1%	4.8%[57.1 µM]	-0.6%	2.4%
CC(=O)NC(NC(=S)Nc1c(C)n(C)n(-c2ccccc2)c1=O)C(Cl)(Cl)Cl (stereo not drawn)
  -3.7%[11.4 µM]	-3.1	-1.6%	10.7%	0.1%	?	10.4%	1.1%	8.1%
COc1ccc(NC(=O)c2cccc(-c3ccc(O)cc3)c2)cn1
  0.4%	-1.4	5.7%	22.6%	-22.7%	?	2.7%	-5.0%	14.6%
O=C(COC(=O)c1c2ccccc2cc2ccccc12)NCC(F)(F)F
  -19.6%	-8.1	-1.6%	-8.0%	-7.7%	-18.5%	12.4%	-19.9%	-4.4%
CC(C)Sc1nnc2n(CCc3ccccc3)c(=O)c3c4c(sc3n12)COC(C)(C)C4
  -10.4%	-5.7	-4.1%	-14.4%	0.3%	-20.3%	-0.5%	-1.9%	6.2%
COc1ccc(-c2nc3ccccc3s2)cc1NC(=O)c1ccc(F)cc1
  -23.4%	-13.2	-3.7%	24.6%	1.5%	-18.5%	27.3%	-5.5%	16.7%
O=C(NCC1CCCO1)c1ccc(NC(=O)c2cccc([N+](=O)[O-])c2)cc1 (stereo not drawn)
  -4.7%	-10.3	6.8%	7.1%	0.3%	-0.8%	-3.8%	4.0%	-5.5%
CC(C)Cn1c(N)c(C(=O)COC(=O)Cc2cccs2)c(=O)n(C)c1=O
  11.0%	-6.4	-2.3%	-6.4%	0.6%	-9.0%	-9.0%	6.8%	-0.4%
CNC(=O)c1nnc(Cc2ccc(Cl)cc2)o1
  7.5%	-2.6	-1.2%	14.9%	-0.5%	-23.9%	6.1%	2.1%	1.6%
COC(=O)c1cc(S(=O)(=O)N2CCC(C)CC2)ccc1F
  9.4%	3.7	-5.6%	15.3%	1.2%	0.6%	1.8%	0.0%	7.4%
CCOC(=O)N1CCN(C(=O)c2ccc3nc(C)sc3c2)CC1
  -21.1%	-10.9	-1.7%	6.9%	-0.1%	-9.2%	4.0%	.	0.0%
CCOC(=O)c1ccc(NC(=O)CC2C(=O)N(c3ccc(F)cc3)C(=O)N2CCC(C)C)cc1 (stereo not drawn)
  -17.3%	3.0	0.4%	5.4%	-0.9%	-20.5%	0.1%	0.9%	4.3%
Cc1nn(CCc2nn[nH]n2)c2nc(-c3ccccc3)cc(C(F)(F)F)c12
  -14.4%[11.4 µM]	0.4	-2.6%	-2.0%	1.2%	-24.5%	99.2%[activator]	1.1%	6.4%

Nothing new here: entries from further up.
Order of results: RGS4 inh	LDHA inh	Glioma ERSR ind	TrxR1 inh	Vif-A3G inh	USP1 inh	TrxR1 substrate	Vif-APOBEC3F blk	mIDH1 inhibitor
COc1ccc(NC(=O)c2cccc(-c3ccc(O)cc3)c2)cn1
  0.4%	-1.4	5.7%	22.6%	-22.7%	?	2.7%	-5.0%	14.6%
O=C(COC(=O)c1c2ccccc2cc2ccccc12)NCC(F)(F)F
  -19.6%	-8.1	-1.6%	-8.0%	-7.7%	-18.5%	12.4%	-19.9%	-4.4%

From PubChem

Only part of the results is shown; count on the stated rates, not on these rows.
